Bioassay records: PubChem BioAssay, National Center for Advancing Translational Sciences (NCATS)
POLI inh – DNA polymerase iota (human) inhibition. Pol iota fluorescent replication assay, 10 min. AID 588590. 1% of 390,000 active. Potency, µM (series often up to 115 µM), without a hit: at the top dose activity, negative = inhibition, most hits filed as inhibitors. Q9UNA4
Target sequence (Q9UNA4 whole entry, looked up): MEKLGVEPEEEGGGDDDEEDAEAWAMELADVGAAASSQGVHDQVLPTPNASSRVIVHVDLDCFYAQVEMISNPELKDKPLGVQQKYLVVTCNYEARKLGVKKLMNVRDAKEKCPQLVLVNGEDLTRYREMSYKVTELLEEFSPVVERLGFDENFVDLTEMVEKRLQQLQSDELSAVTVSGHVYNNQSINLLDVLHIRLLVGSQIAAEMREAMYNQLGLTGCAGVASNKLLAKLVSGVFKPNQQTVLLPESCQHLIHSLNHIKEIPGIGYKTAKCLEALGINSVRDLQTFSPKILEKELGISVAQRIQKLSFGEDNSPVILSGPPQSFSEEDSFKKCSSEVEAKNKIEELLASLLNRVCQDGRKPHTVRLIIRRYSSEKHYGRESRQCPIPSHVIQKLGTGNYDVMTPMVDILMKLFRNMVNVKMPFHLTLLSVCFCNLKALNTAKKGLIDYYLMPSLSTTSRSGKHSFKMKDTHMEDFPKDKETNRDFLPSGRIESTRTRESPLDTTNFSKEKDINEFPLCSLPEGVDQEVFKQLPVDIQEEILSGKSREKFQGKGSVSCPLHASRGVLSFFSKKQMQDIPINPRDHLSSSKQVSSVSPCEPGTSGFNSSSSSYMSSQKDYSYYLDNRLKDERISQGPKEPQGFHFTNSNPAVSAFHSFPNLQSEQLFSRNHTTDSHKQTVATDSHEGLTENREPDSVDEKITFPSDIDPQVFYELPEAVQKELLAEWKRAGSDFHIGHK
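Pol iota at 10 nM preincubated 15 min with compounds at room temperature; reaction started with fluorescent substrate, 50 nM final. Fluorescence read kinetically at 0 and 10 min; buffer-only wells as negative control.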
Pol kappa inh – blocks human DNA polymerase kappa activity; Q9UBT6; purified Pol kappa, fluorescent DNA synthesis assay, 10 min; Potency, µM (series often up to 107 µM), for the others: at the top dose activity, negative = inhibition, most hits filed as inhibitors; 0.53% of 400,000 active; also: % is scaled to controls: 0 for no effect and ±100 for the full control effect
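First, compounds were pin-transferred onto 10 nM Pol kappa. After 15 min at room temperature, substrate was added to 50 nM final. Fluorescence was then measured kinetically at 0 and 10 min.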
Anesthetic bind – binds horse apoferritin like a general anesthetic; P02791; apoferritin/1-aminoanthracene competitive binding, fluorescence; Potency, µM (highest dose often 77.5 µM), for inactives: at the highest dose activity change, negative = displacement, usual class: inhibitors; 0.074% of 350,000 active; also: % is scaled to controls: 0 for no effect and ±100 for the full control effect; nearly all actives have a fitted effect of over 20% in size
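In PBS, apoferritin at 10 uM is loaded with 1-AMA from a 50% saturated solution. After 10 min of compound exposure at ambient temperature, reduced 535 nm fluorescence indicates probe displacement.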
BAZ2B block – inhibitors of human BAZ2B bromodomain. Q9UIF8. Potency, µM (doses to about 114 µM), inactives show at the top dose activity change, negative = inhibition, usual class: inhibitors. 4.4% of 360,000 active. AlphaScreen BAZ2B-H3K14Ac peptide displacement. AID 504333; also: % is scaled to controls: 0 for no effect and ±100 for the full control effect; nearly all actives have a fitted effect of over 60% in size
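AlphaScreen displacement: compounds (up to 110uM) incubated 30 min at room temperature with a preformed 50 nM BAZ2B/50 nM biotinylated H3K14Ac peptide complex in PBS pH 7.4 with Tween-20. Donor and acceptor beads at 10 ug/mL final added, 20 min light-protected before reading.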
G9a block – blocks human histone lysine methyltransferase G9a. 8.8% of 350,000 active. Potency, µM (doses to about 102 µM), inactives show at the highest dose activity, negative = inhibition, most hits filed as inhibitors. AID 504332. Q96KQ7. G9a H3K9 monomethylation, AlphaScreen, 2 h; also: % is scaled to controls: 0 for no effect and ±100 for the full control effect; nearly all actives have a fitted effect of over 75% in size
Target sequence (Q96KQ7 913-1193 limits assumed): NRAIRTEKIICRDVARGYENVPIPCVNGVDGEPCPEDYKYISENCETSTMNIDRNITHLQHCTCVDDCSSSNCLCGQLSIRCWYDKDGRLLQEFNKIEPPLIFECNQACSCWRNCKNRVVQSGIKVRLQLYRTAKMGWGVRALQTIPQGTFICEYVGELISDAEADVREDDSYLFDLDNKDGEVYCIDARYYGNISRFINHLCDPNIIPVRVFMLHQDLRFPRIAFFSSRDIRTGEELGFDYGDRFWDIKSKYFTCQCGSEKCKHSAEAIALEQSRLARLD
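Using a bead-based AlphaScreen, monomethylated H3K9 product from 2 h room-temperature reactions (G9a 20 nM, peptide 500 nM, SAM 20 uM) was detected with 0.5 ug/mL rabbit anti-H3K9me1 antibody.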
APE1 inh – blocks human APE1 abasic DNA cleavage. P27695. 0.35% of 350,000 active. Potency, µM (titrated, usually from 65.8 µM), without a hit: at the top dose activity change, negative = inhibition, actives largely listed as inhibitors. recombinant APE1, TAMRA/BHQ-2 abasic DNA cleavage fluorescence;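 also: plate controls were vehicle for no effect and reference inhibitor for full effect; nearly all actives have a fitted effect of over 55% in size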
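APE1 at 0.75 nM preincubated 15 min at room temperature with compound. Reaction then started with 50 nM double-stranded THF-abasic substrate labelled with TAMRA/BHQ-2, and 525/598 nm fluorescence read kinetically. Activity taken as third-minus-first read difference, normalized to DMSO and NSC13755 controls.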
BLM inh – Bloom syndrome helicase (human) inhibition | P54132 | recombinant BLM DNA unwinding, fluorescence dequenching | Potency, µM (series often up to 56.1 µM), for inactives: top-dose activity change, negative = inhibition, hits mostly inhibitors | 0.2% of 350,000 active;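 also: plate controls were vehicle for no effect and no enzyme for full effect; nearly all actives have a fitted effect of over 35% in size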
POLB inh – blocks human DNA polymerase beta activity; 1.3% of 340,000 active; AID 485314; P06746; Potency, µM (titrated, usually from 114 µM), without a hit: at the top dose activity change, negative = inhibition, hits mostly inhibitors; Pol beta primer extension/strand displacement, fluorescence kinetic; also: % is scaled to controls: 0 for no effect and ±100 for the full control effect
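Reaction started by 50 nM substrate onto compound-treated Pol beta (10 nM, 15 min preincubation, room temperature); plates read at 0 min and 10 min. Normalized concentration-effect data fitted by four-parameter Hill equation.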
POLH inh – blocks human DNA polymerase eta activity | Q9Y253 | recombinant Pol eta, fluorescent DNA replication assay | Potency, µM (series often up to 114 µM), inactives show at the highest dose activity change, negative = inhibition, hits mostly inhibitors | 1.2% of 390,000 active; also: % is scaled to controls: 0 for no effect and ±100 for the full control effect
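Fluorescent replication assay: 50 nM final substrate added after a 15 min room-temperature compound preincubation with 10 nM enzyme. Signal taken at 0 min and again at 10 min.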
Starred values were filed as active, the others as inactive; ? = inconclusive; nt = not tested or not shown; ! = not confirmed by another sample; [ ] = dose if it differs, or a comment. Calls follow the shape of the dose curve; as a rule, active = well fitted curve in the direction sought with a large enough effect; inconclusive = small, poorly fitted or top-dose-only effect, or another doubt; inactive = no such curve, though single readings can be large; an effect the other way counts as inactive or inconclusive. Potency is read from the fitted curve at half-maximal effect. The list is partial; count on the stated rates, not on these rows.

Value order: BLM inh, Anesthetic bind, POLB inh, POLI inh, POLH inh, Pol kappa inh, APE1 inh, BAZ2B block, G9a block
- COc1ccccc1-c1cc(C(F)(F)F)nc(S(=O)(=O)CCCC(=O)N2CCCCC2C)n1 (stereo unspecified)
    -7%, ?, ?, 25%, -2%, -4%, -4%, 1%, ?
- Oc1cc2ccccc2cc1-c1n[nH]c(=S)o1
    -8%, -19%, ?, ?, -27%, -7%, -3%, ?, 4µM*
- CC(=O)/C(=N\Nc1ccccc1Cl)Sc1cccc2cccnc12
    -1%, -8%, 0%, 241%[activator], -11%, -13%, 7%, 2%, 18%[59 µM]
- COc1cc(C(c2c(C)[nH][nH]c2=O)c2c(C)[nH][nH]c2=O)cc(Br)c1OC
    1%, -3%, 47%, 22%, -19%, -4%, -2%, -35%, nt
- CC(C)NC(=O)NNC(=O)c1nn(-c2ccc(F)cc2)ccc1=O
    -1%, 8%, -2%, 114%[activator], -14%, -5%, -1%, 0%, 21%
- CCn1c(Cn2nnc(-c3ccccc3)n2)nnc1SCc1ccc(Cl)c(Cl)c1
    -9%, -7%, ?, -1%, -12%, -11%, -9%, -6%, -11%
- COc1ccc(C(N)=S)c(OC)c1
    2%, 0%, 42%, 36%, -16%, 7%, 5%, -4%, 8.9µM*
- COC(=O)c1c(-c2ccc(F)cc2)csc1NC(=O)c1ccco1
    -3%, -13%, 15%, 6%, 3%, 0%, -6%, 3%, 17%[12.7 µM]
- COc1ccc(C2c3c(ccc4ccccc34)Oc3ncn4nc(-c5ccco5)nc4c32)cc1OC (stereo unspecified)
    -3%, 5%, -9%, -1%, -17%, 0%, -1%, -31%, ?
- Cc1ccc(OCCSc2nnc(NC(=O)c3ccco3)s2)cc1
    -3%, -2%, -5%, 15%, -12%, 5%, -1%, -4%, 13%[59 µM]
- CCOC(=O)C(=CNc1cc(Cl)c(-c2ccco2)c(Cl)c1)C(=O)OCC
    -12%, 5%, 3%, -24%, -1%, -9%, -2%, -36%, nt
- COc1ccccc1/C=C/c1onc(C)c1S(=O)(=O)N1CCC(C(=O)NC2CCCCCC2)CC1
    -1%, -15%, 15%, -17%, -23%, 2%, 58%[activator], -1%, 20%[59 µM]
- Cc1ccc(N(C(=O)c2csnn2)C(C(=O)NC(C)(C)C)c2ccncc2)cc1 (stereo unspecified)
    -1%, -9%, 10%, -30%, -1%, -9%, 0%, 5%, 13%
- CCc1ccc(/C=N/NC(=O)c2c[nH]c3ccccc23)s1
    -6%, -13%, ?, 0%, -14%, -18%, -8%, -8%, -3%[59 µM]
- COc1ccc(C(=O)N/N=C/c2ccc(OC)c(CN3CCN(c4ccc(F)cc4)CC3)c2)cc1
    1%, -5%, 6%, 24%, -2%, 4%, 12%, 2%, 4%[59 µM]
- O=C(COC(=O)CCOc1ccccc1)Nc1ccc(Cl)cn1
    -6%, -12%, -1%, 3%, -9%, -4%, -2%, -4%, 2%[59 µM]
- CCC(C)N(C(=O)COc1ccccc1C(=O)NCc1ccccc1)C1CCS(=O)(=O)C1 (stereo unspecified)
    3%, 5%, ?, -6%, ?, -4%, 2%, -2%, ?
- COc1cc2c(cc1OC)C(c1ccccc1F)NCC2 (stereo unspecified)
    -5%, -5%, 4%, -8%, 0%, -5%, 20%, 8%, 26%[0.501 µM]
- CCOc1ccc(NC(=O)c2ccc3nc(Cc4ccccc4)oc3c2)cc1
    2%, -2%, 1%, 32%[activator], 0%, -9%[60.1 µM], nt, -3%, -1%[59 µM]
- Cc1nnc(SCC(=O)N2CCC(C(N)=O)CC2)s1
    6%, -3%, 0%, 9%, -3%, 3%, 9%, 5%, 1%[59 µM]

One compound at a time, from the list above:
CCOc1ccc(NC(=O)c2ccc3nc(Cc4ccccc4)oc3c2)cc1 across the screens: BLM inh: 2%; Anesthetic bind: -2%; POLB inh: 1%; POLI inh: 32%[activator]; POLH inh: 0%; Pol kappa inh: -9%[60.1 µM]; APE1 inh: nt; BAZ2B block: -3%; G9a block: -1%[59 µM]
COc1ccccc1/C=C/c1onc(C)c1S(=O)(=O)N1CCC(C(=O)NC2CCCCCC2)CC1 across the screens: BLM inh: -1%; Anesthetic bind: -15%; POLB inh: 15%; POLI inh: -17%; POLH inh: -23%; Pol kappa inh: 2%; APE1 inh: 58%[activator]; BAZ2B block: -1%; G9a block: 20%[59 µM]

Further results
Value order: BLM inh, Anesthetic bind, POLB inh, POLI inh, POLH inh, Pol kappa inh, APE1 inh, BAZ2B block, G9a block
- CCc1ccc2nc(N(CCCN(C)C)C(=O)c3ccc(S(=O)(=O)N4CCc5ccccc5C4)cc3)sc2c1
    2%, ?, 30%, 96%[activator], 8%, -6%, -1%, ?, nt
- Cc1nnn(C23CC4CC(CC(C(=O)NN)(C4)C2)C3)n1
    -9%, -1%, 23%, 9%, -20%, -3%, 3%, -5%, 2%
- CCc1ccc(Nc2nnc(SCC(=O)Nc3cccnc3Cl)s2)cc1
    -3%, ?, 3%[57.1 µM], 16%, -9%, 4%, -30%, -26%, -12%
- CCN(CCCNC(=O)c1nn(-c2ccc(OC)cc2)c(=O)c2c1c1ccccc1n2C)c1ccccc1
    -4%, -7%, 23%, 10%, nt, 3%, nt, nt, -2%[59 µM]
- O=C(O)C/C(=C\c1ccc2c(c1)OCO2)c1nc2ccccc2s1
    -5%, -1%, 5%, 142%[activator], -15%, 0%, 26%, -16%, 4%
- N#Cc1nc(-c2ccc(F)cc2)oc1NCCCn1ccnc1
    4%, 5%, 3%, nt, nt, nt, 5%, -28%, -41%
- COc1cc2c(cc1OC)C(COc1ccccc1OC)N(C(=O)CC(C)C)CC2 (stereo unspecified)
    -2%, -12%, 12%, -3%, -4%, -1%[60.1 µM], nt, -13%, -3%[59 µM]
- COc1ccc(CC(=O)Nc2ccc(C)cc2O)cc1S(=O)(=O)N1CCOCC1
    nt, nt, nt, 21%, -7%, -17%, 29%, ?, -47%
- CSc1ccc(C(c2c(C)[nH][nH]c2=O)c2c(C)[nH][nH]c2=O)cc1
    -4%, -4%, 16%, ?, -4%, -12%, 0%, -5%, nt
- NC(=O)N(CCC(=O)O)c1ccccc1
    -2%, 3%, 20µM*, -11%, ?, -4%, 20%, 50µM*, ?
- COc1cccc(-c2nn(-c3ccccc3)cc2CN2CCCO2)c1
    -7%, -12%, -10%, 98%[activator], -17%, -7%, -9%, -12%, 3%
- O=C(Cn1ncn2nc(-c3cccs3)cc2c1=O)NCc1ccccc1Cl
    -1%, 7%, 2%, -27%, -12%, -18%, nt, -11%, -1%[59 µM]
- Cc1ccccc1-c1cccc([C@@H]2C[C@H]3CN(Cc4cccnc4)C(=O)[C@]34CCCN24)c1
    -3%, -9%, 0%, -2%, -12%, -9%, -5%, -27%, 50µM*
- Oc1cc(O)c2c(c1)OC(c1ccc(O)c(O)c1)C(O)C2 (stereo unspecified)
    -16%, nt, nt, 79µM*, -3%, 3.2µM*, 3.2µM*!, -17%, 2.5µM*
- COc1ccc2oc(C)c(C(=O)c3ccc(C)cc3)c2c1
    -9%, 1%, 5%, 1%, -9%, -8%, 6%, 105%[activator], 252%[activator]
- COCCn1c(C)cc(C(=O)CN2c3cccc4cccc(c34)S2(=O)=O)c1C
    nt, nt, nt, 51%[activator], -1%, -6%, -12%, nt, nt
- Cc1ccc(-c2noc(-c3ccc(N4CCCC4)c([N+](=O)[O-])c3)n2)cc1
    2%, 50%[activator], 9%, ?, -4%, -4%, nt, ?, -2%[59 µM]
- CN(C)Cc1c(-c2ccc(Cl)cc2)nc2ccc(Cl)cn12
    -1%, -17%, 18%, -14%, -5%, -6%, 0%, -24%, 10%
- CCC1(c2ccccc2)NC(=O)N(CC(=O)N(CC(=O)Nc2ccccc2C(F)(F)F)Cc2ccco2)C1=O (stereo unspecified)
    nt, nt, nt, -23%, -16%, -4%, 23%, -24%, ?
- CC(=O)N1CCc2cc(Br)cc(S(=O)(=O)NCCCN(C)Cc3ccccc3)c21
    -2%, 26%, -24%, 53%[activator], 1%, 0%, -5%, -13%, 9%
- CC(=O)Nc1cccc(C(=O)NCCc2ccco2)c1
    0%, -2%, 2%, 69%[activator], -3%, 8%, 17%, -6%, 14%
- CCOc1ccc(N(CC(=O)NC2CCCCCC2)S(=O)(=O)c2c(C)noc2C)cc1
    3%, -5%, -1%, 44%[activator], 0%, -18%, 0%, -2%, 5%

Already shown: 4 of the compounds above.
Value order: BLM inh, Anesthetic bind, POLB inh, POLI inh, POLH inh, Pol kappa inh, APE1 inh, BAZ2B block, G9a block
- CCc1ccc2nc(N(CCCN(C)C)C(=O)c3ccc(S(=O)(=O)N4CCc5ccccc5C4)cc3)sc2c1
    2%, ?, 30%, 96%[activator], 8%, -6%, -1%, ?, nt
- Cc1nnn(C23CC4CC(CC(C(=O)NN)(C4)C2)C3)n1
    -9%, -1%, 23%, 9%, -20%, -3%, 3%, -5%, 2%
- CCc1ccc(Nc2nnc(SCC(=O)Nc3cccnc3Cl)s2)cc1
    -3%, ?, 3%[57.1 µM], 16%, -9%, 4%, -30%, -26%, -12%
- CCN(CCCNC(=O)c1nn(-c2ccc(OC)cc2)c(=O)c2c1c1ccccc1n2C)c1ccccc1
    -4%, -7%, 23%, 10%, nt, 3%, nt, nt, -2%[59 µM]
